Source: PubChem BioAssay (several laboratories)
S1P2 agonist: S1P2 (human) receptor agonism | O95136 | S1P2-expressing cell line, agonist reporter read-out | activation, % at 4.5 µM | 0.46% of 97,000 active | AID 729; in the data active = activation above about 16%;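 note: 0% = vehicle low control and 100% = maximal reference agonist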
Target sequence (O95136 whole entry, looked up): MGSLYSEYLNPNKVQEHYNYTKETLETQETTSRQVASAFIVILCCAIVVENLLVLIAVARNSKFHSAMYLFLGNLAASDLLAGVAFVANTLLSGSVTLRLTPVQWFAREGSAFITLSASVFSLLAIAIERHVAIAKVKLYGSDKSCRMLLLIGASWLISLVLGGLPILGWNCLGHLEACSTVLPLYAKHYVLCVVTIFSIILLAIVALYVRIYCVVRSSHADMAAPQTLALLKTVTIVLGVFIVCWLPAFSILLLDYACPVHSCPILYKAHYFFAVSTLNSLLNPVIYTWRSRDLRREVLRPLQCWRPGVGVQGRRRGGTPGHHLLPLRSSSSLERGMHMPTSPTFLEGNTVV
H69AR growth 86K: growth inhibitors of human H69AR lung tumor cells | H69AR lung tumor viability, ATP luminescence, 72 h; stronger effect = lower value | viability, % at 10 µM | 6% of 85,000 active;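 active = viability at or below 40%; inactive = viability above 40%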;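 note: multidrug resistant small cell line overexpressing MRP-1 efflux transporter; 100% = mean luminescence of untreated control wells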
PostGolgi ctrl: inhibits growth of the yeast control strain; efflux-deficient yeast background strain, growth absorbance A615, 16 h; inhibition, % at 10 µM; 5% of 98,000 active; in the data active = inhibition above about 30%
HUVEC prolif 384: human endothelial cell proliferation inhibition; 1.1% of 86,000 active; HUVEC proliferation, CellTiter-Glo luminescence, 72 h; stronger effect = lower value; viability, % at 10 µM (by protocol);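 active = viability at or below 30%; inactive = viability above 30%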;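 note: 100% = median luminescence of DMSO-only cell control wells on each plate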
LYP act: activators of human LYP (PTPN22) phosphatase | Q9Y2R2 | recombinant LYP, DiFMUP fluorescence; 0 = plate median, 100 = signal doubled | activation, % at 2 µM | 0.11% of 96,000 active;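 active = activation at 2 µM above a set limit, the mean plus 5 SD, cut at about 37% in these data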
Fibroblast inh: blocks proliferation of human lung fibroblasts | viability, % at 10 µM | 1.1% of 85,000 active | LL 47 human lung fibroblast viability, ATP luminescence; stronger effect = lower value | AID 719;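 active = viability at or below 50% in the single dose screen; inactive = viability above 50%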;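 note: compound exposure lasted 72 h before the ATP readout; 100% = median luminescence of untreated cell-only wells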
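test system = LL 47 human lung fibroblasts | amount = 1,150 fibroblasts seeded per well | medium = 15% FBS in IMEM | times = overnight cell rest, 72 h compound treatment at 37 °C | measured by = CellTiter-Glo luminescence measuring cellular ATP | read-out = viability percentage against median untreated-cell control | benchmarks = cell-only wells, no compound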
sEH act: activators of human soluble epoxide hydrolase. P34913. purified human sEH enzymatic activity, activator screen. activation, % at 2 µM. 0.04% of 91,000 active; in the data active = activation above about 37%; note: values of inactives mirror those of a sister screen read the other way
Target sequence (P34913 whole entry, looked up): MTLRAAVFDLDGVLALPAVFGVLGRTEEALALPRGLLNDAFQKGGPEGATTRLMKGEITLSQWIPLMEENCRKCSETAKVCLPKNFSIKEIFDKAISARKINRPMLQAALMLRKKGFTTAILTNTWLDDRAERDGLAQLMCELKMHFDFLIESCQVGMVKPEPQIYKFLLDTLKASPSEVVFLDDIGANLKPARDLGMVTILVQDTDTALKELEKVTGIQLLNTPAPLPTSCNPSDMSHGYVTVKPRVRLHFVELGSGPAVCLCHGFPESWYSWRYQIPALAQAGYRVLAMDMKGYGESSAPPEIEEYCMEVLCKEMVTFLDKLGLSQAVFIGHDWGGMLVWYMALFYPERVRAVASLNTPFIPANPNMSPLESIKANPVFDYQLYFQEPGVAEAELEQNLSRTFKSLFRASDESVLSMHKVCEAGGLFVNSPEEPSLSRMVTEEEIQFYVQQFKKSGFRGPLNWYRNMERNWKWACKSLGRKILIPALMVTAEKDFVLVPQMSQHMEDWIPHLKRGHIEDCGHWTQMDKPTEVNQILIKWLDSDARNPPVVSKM
sEH inh: inhibitors of human soluble epoxide hydrolase | recombinant human sEH enzymatic activity assay | inhibition, % at 2 µM | P34913 | 0.34% of 91,000 active; in the data active = inhibition above about 80%; note: values of inactives mirror those of a sister screen read the other way; many of its hits are not listed in these tables
S1P2 antag: blocks the human S1P2 receptor; O95136; cell-based S1P2 antagonist assay, inhibition at 5 uM; inhibition, % at 5 µM; 0.21% of 97,000 active; AID 736; in the data active = inhibition above about 45%;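 note: CRE beta-lactamase reporter cells expressing human S1P2 stimulated with S1P; 0% = agonist at EC80 alone and 100% = agonist plus reference antagonist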
Numbers without * were called inactive; · = not tested or not shown. Not all compounds are listed; the hit share may differ from the screen's.

compound	S1P2 agonist	H69AR growth 86K	PostGolgi ctrl	HUVEC prolif 384	LYP act	Fibroblast inh	sEH act	sEH inh	S1P2 antag
O=C1NC(=O)/C(=C\c2ccc(Sc3ccc(Cl)cc3)o2)N1	-4	100	-4	98	2	97	-2	3	9
Cc1n[nH]c(=S)c2nn(-c3ccccc3)c(C)c12	-7	·	29	·	6	·	-3	4	-9
Cc1cccc(OCC(O)CNC(=O)c2ccccc2C(=O)O)c1 (configuration not stated)	-6	·	·	·	6	·	-6	5	10
Cc1cc(C)cc(Nc2cc(C)nc3nc(C)nn23)c1	-1	89	3	118	13	95	-8	8	-12
CN1C(=O)C(O)(CC(=O)c2ccc(F)cc2)c2cc(Br)ccc21 (configuration not stated)	·	25*	16	73	·	88	·	·	·
Nc1ccc2nc(-c3ccc(Cl)cc3)[nH]c2c1	·	17*	16	95	-3	88	-7	11	·
Cn1c(Cc2ccccc2)nnc1SCC(=O)N1CCCCC1	-4	92	·	90	6	97	-13	12	6
Cc1ccc(OCC(=O)Nc2ccccc2-c2ccccc2)cc1	-2	·	46*	·	8	·	10	-8	-5
O=C(c1ccc2c(c1)OCO2)N(c1ccccc1)C1C=CS(=O)(=O)C1 (configuration not stated)	-10	93	18	90	-9	92	-3	1	-14
COc1cccc(C=NCCNC(=O)c2nonc2N)c1O	-2	·	2	87	-7	105	-2	5	-8
CCOC(=O)C1C(=O)OC2(CCCCC2)C1C(=O)OCC (configuration not stated)	-3	81	4	96	-2	102	-3	1	-5
Cc1ccc(OCC(=O)NCCN2CCCC2)cc1	-2	89	11	100	14	100	-1	-2	-13
CCOC(=O)N1CCN(C(=O)c2cc(Cl)c(Cl)cc2C(=O)O)CC1	-2	97	3	102	6	100	-5	5	5
COCc1c(Br)c(C)nc(OCC(=O)O)c1C#N	-7	98	3	104	-6	100	3	-2	-7
Cn1c(=O)c2c(nc(N3CCOCC3)n2CCNC2=NCCC2)n(C)c1=O	-11	92	·	104	3	98	15	-14	9
CCOC(=O)CNc1c(-c2ccc(O)cc2)nc2ccccn12	-8	85	6	92	-5	92	·	·	24
CCCn1nc(Oc2nc(NCC)nc(NCC)n2)ccc1=O	-2	83	-3	92	6	94	-5	5	10
O=C1C2Sc3[nH]c(=O)sc3C(c3ccccc3)C2C(=O)N1c1ccc(Cl)cc1 (configuration not stated)	-5	90	6	94	-6	101	-1	4	-14
CCCn1c(SCC(=O)Nc2ccc3c(c2)OCCO3)nnc1-c1ccco1	-2	·	8	·	-7	·	-21	24	7
COc1ccc(-c2nc(N)ncc2Oc2ccccc2Br)c(O)c1	-6	38*	8	92	-1	84	-8	5	-19
COc1cccc(N(C(=O)c2cnccn2)C(C(=O)NC2CCCCC2)c2ccc(Cl)cc2)c1 (configuration not stated)	-10	93	10	91	24	93	8	-4	6
CC1(C)NC(=O)N(CC(=O)OCC(=O)Nc2cccc(F)c2)C1=O	-3	100	9	100	-4	100	5	-6	-18
O=C(CN1CCN(c2ccccn2)CC1)NCc1cccs1	·	97	7	92	·	123	·	·	·
NC(=O)C1(NC(=O)[C@@H]2CC3(CC(c4cccc(NC(=O)[C@@H]5CCC(=O)N5)c4)=NO3)CN2C(=O)Cc2ccc(Cl)cc2)CC1 (some centres not stated)	-3	·	1	·	-10	·	18	-11	-3
COC(=O)CCC(=O)Nc1cccc(C(=O)Nc2cccc(Cl)c2)c1	-7	·	6	·	-2	·	-29	30	10
Cc1ccc(CCN2CC(C(=O)NCCCOC(C)C)CC2=O)cc1 (configuration not stated)	0	95	5	95	-5	104	-8	10	-26
Cc1nn(C)c(Cl)c1NC(=O)OCc1ccc(F)cc1	-3	·	6	·	-10	·	-11	13	12
Cc1cc(C(F)F)n2ncc(C(=O)NCc3ccccc3C(F)(F)F)c2n1	-4	82	28	91	-2	95	5	-4	-13
O=C(Oc1ccc(-c2ccccc2)cc1)N1CCOCC1	-9	90	1	91	-7	103	-2	4	-5
CSc1ccc(S(=O)(=O)Nc2c(C)cccc2C)cc1	-1	100	5	79	0	95	-13	13	-3

Among those listed so far, 2 have two or more sulfur atoms.
compound	S1P2 agonist	H69AR growth 86K	PostGolgi ctrl	HUVEC prolif 384	LYP act	Fibroblast inh	sEH act	sEH inh	S1P2 antag
O=C1C2Sc3[nH]c(=O)sc3C(c3ccccc3)C2C(=O)N1c1ccc(Cl)cc1 (configuration not stated)	-5	90	6	94	-6	101	-1	4	-14
CSc1ccc(S(=O)(=O)Nc2c(C)cccc2C)cc1	-1	100	5	79	0	95	-13	13	-3

The results go on:
compound	S1P2 agonist	H69AR growth 86K	PostGolgi ctrl	HUVEC prolif 384	LYP act	Fibroblast inh	sEH act	sEH inh	S1P2 antag
Cc1cc(=O)[nH]c(Cc2ccc(OC(C)C)cc2)n1	-5	104	4	96	-5	100	7	-7	16
COc1ccc(OC)c(/C=N/N(C)c2ccccc2)c1	-1	90	32*	94	-6	84	1	1	-27
CCOC(=O)N1CCN(C(=O)Cc2ccc(-n3c(=S)[nH]c4ccccc4c3=O)cc2)CC1	0	79	-2	105	-3	95	-7	6	21
COc1cc2nc(SCC(=O)NCCc3ccccc3)n(Cc3ccco3)c(=O)c2cc1OC	·	72	2	88	·	101	·	·	·
Cc1cc(C)nc(N(C#N)CCOc2ccc(Cl)cc2)n1	-2	103	·	98	4	97	0	5	5
CCOC(=O)c1c(C)n(CC(O)c2ccccc2)c2ccc(O)cc12 (configuration not stated)	-5	66	2	73	2	88	13	-16	29
CCOC(=O)Cc1cc(=O)[nH]c(Nc2nc3ccccc3o2)n1	-2	65	21	73	-7	96	19	-23	14
CCC(C)(C)n1nnnc1CN1CCC(c2nc3ccc(C)cc3[nH]2)CC1	-10	12*	1	63	-1	84	-5	5	22
COc1cc(OC)c(C2Oc3nc(SC)nnc3-c3ccccc3N2C(C)=O)cc1OC (configuration not stated)	-3	90	7	98	-9	96	·	·	5
CCn1nc(C(=O)N2CCc3ccccc3C2)c2ccccc2c1=O	-2	87	6	84	11	89	·	·	-7
O=C(Nc1ccc(Cl)cc1)NC1CCCCC1Cc1ccco1 (configuration not stated)	-9	6.6*	26	61	2	96	·	·	16
COc1ccccc1CCN1C(=S)NC(C)(C)CC1(C)O (configuration not stated)	-3	85	14	97	17	92	4	-3	5
CCCn1c(/N=C/c2cc(OC)ccc2O)nc2ccccc21	-3	40*	7	82	0	108	6	-4	9
COc1ccc(NC(=O)CN2CCN(C(=O)c3ccco3)CC2)c(OC)c1	-2	98	1	91	2	97	-11	11	-1
CC(C)c1ccccc1NC(=O)c1ccco1	-2	84	5	101	-7	98	0	-2	10
O=C(C1CCC(CNS(=O)(=O)c2cccc3nsnc23)CC1)N1CC=C(c2ccccc2)CC1 (configuration not stated)	-10	39*	10	80	4	105	-13	12	6
OCCCN1c2ccccc2Nc2nnc(-c3ccccc3)cc21	-3	39*	13	69	8	89	8	-10	-10
O=C(COc1cc(Cl)c(Cl)cc1Cl)Nc1ccncc1	-1	109	8	76	7	93	-8	7	-5
Cc1ccc(C(=O)OCC(=O)Nc2ccc3c(c2)OCO3)o1	-6	88	1	83	-3	93	1	-2	0
CC(C)c1nc(SCC(=O)Nc2cccc(C(F)(F)F)c2)c2c(=O)n(C)c(=O)n(C)c2n1	0	49	2	76	-12	80	12	-10	-11
COc1cccc(-c2nnn(CC(=O)NC3CCCC3)n2)c1OC	-3	96	4	100	0	106	-4	2	-7
CCCn1c(SCC(=O)Nc2ccc3c(c2)OCO3)nc2c1c(=O)n(C)c(=O)n2C	·	81	17	84	·	78	·	·	·
O=S(=O)(NC1CC1)c1ccc(S(=O)(=O)N(Cc2ccccn2)C2CCCC2)cc1	-4	103	5	111	-6	94	-4	6	-4
COc1cccc(C(=O)N2CCN(S(=O)(=O)Cc3ccccc3)CC2)c1OC	-8	91	·	99	4	102	0	2	12
O=C(Cc1cn2ccsc2n1)Nc1nc2c(s1)CN(Cc1ccccc1)CC2	·	91	-2	89	·	96	·	·	·
O=C(N/C(=C\c1cccs1)C(=O)N1CCCCCC1)c1ccccc1	-3	75	0	105	-4	103	·	·	-15
C=CCSC1=C(C#N)C(c2cccc(OC)c2)CC(=O)N1 (configuration not stated)	-6	89	9	90	-1	103	2	3	-14
COc1ccc(OC)c(Nc2cc(C)nc3nc(C)nn23)c1	·	22*	0	75	·	82	·	·	·
O=C(Cc1ccc(F)cc1)NC1CCCC1	-2	89	21	91	8	93	-2	3	-1
CCn1cc(C(=O)NCc2ccc3c(c2)OCO3)c(=O)c2cc(F)c(N3CCN(C(=O)c4ccco4)CC3)cc21	-4	0.1*	0	16*	-2	86	7	-8	-1

Complete entries as entered above. Screens in order: S1P2 agonist, H69AR growth 86K, PostGolgi ctrl, HUVEC prolif 384, LYP act, Fibroblast inh, sEH act, sEH inh, S1P2 antag
Entry for `CC(C)c1nc(SCC(=O)Nc2cccc(C(F)(F)F)c2)c2c(=O)n(C)c(=O)n(C)c2n1` → 0, 49, 2, 76, -12, 80, 12, -10, -11
Entry for `Cc1cc(C)nc(N(C#N)CCOc2ccc(Cl)cc2)n1` → -2, 103, ·, 98, 4, 97, 0, 5, 5

More entries follow:
compound	S1P2 agonist	H69AR growth 86K	PostGolgi ctrl	HUVEC prolif 384	LYP act	Fibroblast inh	sEH act	sEH inh	S1P2 antag
Cc1ccccc1N1CCN(CCCOc2ccc3c(C)cc(=O)oc3c2)CC1	-9	59	·	25*	0	94	-2	2	-7
O=C(NCC(=O)N(Cc1cccs1)C(C(=O)NC1CCCC1)c1cccnc1)c1ccco1 (configuration not stated)	-4	99	·	94	2	95	8	-8	3
CCCCc1nn(-c2cc(Cl)ccc2OC)c2c1C(=O)CC(C)(C)C2	0	75	32*	98	0	92	·	·	-13
CCCOc1ccccc1NC(=O)CC1Nc2ccccc2NC1=O (configuration not stated)	-4	·	·	100	-8	104	14	-20	-9
CCC(=O)N1CCCc2cc(S(=O)(=O)N3CCCc4ccccc43)ccc21	1	51	35*	106	-2	88	15	-9	-11
CCCc1nnc(NC(=O)CNc2ccc(F)cc2)s1	-1	90	5	103	-3	99	1	-1	20
CCOc1ccc(N(CC(=O)NC2CCCCC2)S(=O)(=O)c2c(C)noc2C)cc1	3	89	6	103	0	97	-3	3	14
O=C(C1CCCO1)N1CCN(Cc2c(O)ccc3ccccc23)CC1 (configuration not stated)	-4	·	-5	·	-1	·	-7	9	9
O=C(NCCc1ccccc1)c1cnc2ccccn2c1=O	-3	·	15	·	6	·	-14	17	-9
Cc1cc(NC(=O)CCCC(=O)N(CC(=O)NCCc2ccccc2)Cc2ccc(F)cc2)no1	-5	103	6	83	-14	104	9	-10	-4
O=C(Nc1ccc(S(=O)(=O)N2CCOCC2)cc1)c1ccc(Br)o1	-2	105	8	100	-5	96	-42	41	-14
COc1ccc(CC(=O)N(Cc2cc3cc(OC)ccc3[nH]c2=O)C(C)C)cc1	-2	79	8	90	-11	98	11	-9	13
NNc1nnc(-c2ccccc2)c(-c2ccccc2)n1	-3	98	24	65	-16	91	1	-4	-26
CC(C)C(NC(=O)C1CCCCC1)C(=O)Nc1ccncc1 (configuration not stated)	-4	103	3	111	-9	110	·	·	28
CC(NC(=O)CSc1nc2ccccc2c(=O)n1CCCO)c1ccccc1 (configuration not stated)	-5	83	1	93	11	102	0	-1	2
c1ccc(-c2noc(-c3ccc4c(c3)OCO4)n2)nc1	·	23*	-2	29*	·	104	·	·	·
O=C(Nc1ccccc1)c1cnc[nH]1	-5	·	-3	·	4	·	-2	2	0
Cn1c2ccccc2c2cnn(CC(=O)O)c(=O)c21	-2	·	-1	·	2	·	5	-7	9
CCc1ccccc1NC(=O)c1cc(C2CC2)on1	·	92	20	104	-6	93	-18	22	·
CCCCC(=O)Nc1cc(C(=O)NCCc2ccccc2)ccc1Cl	-4	·	3	·	-7	·	-13	13	-11
Cc1nc(CS(=O)(=O)c2ccc(Cl)cc2)cc(Sc2ccc(Cl)cc2)n1	-4	·	7	·	-8	·	-1	2	18
COc1ccc(NC(=O)CSc2ccc(C)cc2)cc1	-6	99	·	99	2	108	-11	11	-5
